Source: PubChem BioAssay
B2AR arrestin: qHTS assay of beta-arrestin-biased ligands of beta2-adrenergic receptor | Beta-2 adrenergic receptor (Homo sapiens), P07550 | beta-arrestin recruitment to beta2AR, cell-based reporter | Potency, µM (top dose mostly 46.1 µM), without a hit: at the highest dose activation, most hits filed as activators | hit rate 0.02% among 330,000 | AID 492947, 2010;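 further: potency means the concentration at half of the fitted maximal effect; 0% = DMSO controls and full agonism = EC100 isoproterenol or metaproterenol; nearly all actives have a fitted effect of over 65% in size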
AT treatment: qHTS Assay for Identifying a Potential Treatment of Ataxia-Telangiectasia. […] A-T fibroblasts, KAP-1 phosphorylation AlphaLISA; neocarzinostatin DNA damage 30 min before lysis. Potency, µM (top dose mostly 57.5 µM), for the others: at the highest dose activation, actives largely listed as activators. hit rate 0.19% among 320,000; further: potency means the concentration at half of the fitted maximal effect; % of control where 0% means no effect; nearly all actives have a fitted effect of over 45% in size
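hTERT-immortalized A-T patient fibroblasts ([…]), 500 cells/well in OPTI-MEM, 1% FBS, got compounds for 60 min, then NCS for 30 min at 37C. Lysates were then assayed for phospho-KAP-1 by AlphaLISA (anti-pKAP1 donor, anti-KAP1 acceptor beads), 6 hr at 25C.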
TCR act: Activators of T cell receptors: qHTS campaign. primary human leukocytes, anti-CD3, IL-2 HTRF, 48 h. Potency, µM (top dose mostly 9.22 µM), for inactives: at the top dose activation of IL-2 secretion, hits mostly activators. 330,000 tested, under 10 active. AID 504894, 2011; further: % of control where 0% means no effect
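Compounds are tested in HTS on primary human leukocytes co-incubated with a-CD3 beads for 48 hr. IL-2 output is measured by time-resolved FRET.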
CXXC DNA block: qHTS Fluorescence Polarization Assay for Inhibitors of MLL CXXC domain - DNA interaction; hit rate 0.037% among 290,000; Potency, µM (series often up to 115 µM), without a hit: at the top dose activity change, negative = inhibition, actives largely listed as inhibitors; MLL-CXXC / FITC-HOXA9 DNA fluorescence polarization; Histone-lysine N-methyltransferase 2A (Homo sapiens), Q03164; active means well fitted inhibition curve with a large enough effect in the polarisation, with a control signal flat, not every such curve was filed as active; inconclusive means small, poorly fitted or top-dose-only effect, or effect the other way, or a change in a side signal; inactive means no such curve, though single readings can be large or run the other way; the % refers to the polarisation; further: potency means the concentration at half of the fitted maximal effect
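Purified MLL-CXXC (added from a 7 uM solution) was preincubated 5 min at ambient with pinned compounds in 50 mM Tris-HCl pH 7.5, 50 mM NaCl, 1 mM DTT, 0.05% BSA. Fluorescein-labeled HOX-A9 DNA (50 nM solution) followed, 30 min, then polarization read.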
BRCA1 expr up: qHTS Assay to Identify Small Molecule Activators of BRCA1 Expression; MCF7-BRCA1-FFLuc reporter, luminescence, 48 h; response scale: scaled: vehicle 0%, 10 µM genistein 100%; Potency, µM (titrated, usually from 46.1 µM), for the others: at the top dose activation, actives largely listed as activators; hit rate 1.1% among 380,000; AID 624202, 2012; further: potency means the concentration at half of the fitted maximal effect; nearly all actives have a fitted effect of over 80% in size; some results filed as inactive show a strong effect at the top dose
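Using MCF7 cells harboring a BRCA1 firefly luciferase reporter, plated 2 h before compound pinning, the screen measured luminescence after 48 h incubation. Responses were normalized to DMSO and 10 microM genistein, then fitted for concentration-effect.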
a7 integrin act: qHTS for Activators of Integrin-Mediated Alleviation for Muscular Dystrophy; alpha7betagal myoblasts, beta-gal FDG fluorescence, 48 h; Potency, µM (series often up to 38.3 µM), for the others: at the highest dose activation, hits mostly activators; hit rate 0.064% among 350,000; AID 624291, 2012;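 further: potency means the concentration at half of the fitted maximal effect; 100% = response of the positive control SU9516; nearly all actives have a fitted effect of over 60% in size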
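Alpha7betagal+/- myoblasts (passage 13) were plated 16-24 hr, then exposed to compounds (1:260 dilution of DMSO stock) for 48 hours at 37C. After MPER lysis, β-galactosidase reporter activity was read as FDG fluorescence (ex 480/em 540) after 30 minutes.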
TRPV1 ag: HTS Assay for Compounds that Act as Agonists of the Vanilloid Receptor 1 | Transient receptor potential cation channel subfamily V member 1 (Homo sapiens), Q8NER1 | TRPV1-expressing cells, Fluo-8 calcium influx, agonist mode | activation, % at 8.33 µM | hit rate 0.19% among 320,000 | AID 540275, 2011; in the data active means activation above about 80%; inconclusive means between about 30% and that limit; further: 0% is about no effect
Target sequence (Q8NER1 whole entry, looked up): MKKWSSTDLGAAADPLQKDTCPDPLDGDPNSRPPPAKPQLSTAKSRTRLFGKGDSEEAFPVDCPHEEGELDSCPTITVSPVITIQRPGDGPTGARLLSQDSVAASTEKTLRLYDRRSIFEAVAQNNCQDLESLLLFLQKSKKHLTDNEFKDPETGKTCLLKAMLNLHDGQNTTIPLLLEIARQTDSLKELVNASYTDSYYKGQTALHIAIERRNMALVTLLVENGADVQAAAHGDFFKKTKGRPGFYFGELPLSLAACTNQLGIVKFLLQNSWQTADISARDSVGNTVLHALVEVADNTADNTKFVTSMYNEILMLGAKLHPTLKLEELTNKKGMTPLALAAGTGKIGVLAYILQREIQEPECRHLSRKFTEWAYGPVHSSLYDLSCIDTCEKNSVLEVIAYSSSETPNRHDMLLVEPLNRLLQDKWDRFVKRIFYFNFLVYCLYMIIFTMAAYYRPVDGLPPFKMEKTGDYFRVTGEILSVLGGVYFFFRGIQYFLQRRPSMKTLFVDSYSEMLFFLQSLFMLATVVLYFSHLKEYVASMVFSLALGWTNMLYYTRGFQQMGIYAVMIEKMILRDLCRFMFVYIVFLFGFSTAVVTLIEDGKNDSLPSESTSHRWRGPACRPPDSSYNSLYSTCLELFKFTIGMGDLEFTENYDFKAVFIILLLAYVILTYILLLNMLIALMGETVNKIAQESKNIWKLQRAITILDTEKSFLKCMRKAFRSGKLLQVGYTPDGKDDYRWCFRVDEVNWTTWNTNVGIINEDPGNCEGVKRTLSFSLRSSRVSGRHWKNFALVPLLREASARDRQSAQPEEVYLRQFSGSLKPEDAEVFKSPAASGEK
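Fluo-8 calcium influx in TRPV1-expressing cells, kinetic read (ex 480/em 520 nm). Compound added and read 3 min for agonist activity, followed by capsaicin at EC20 final and 2 min further read for enhancement.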
ELG1 DNA repair: qHTS screen for small molecules that inhibit ELG1-dependent DNA repair in human embryonic kidney (HEK293T) cells expressing luciferase-tagged ELG1; HEK293T ELG1-luciferase reporter, luminescence, 16 h; DNA damage induced by 5-fluorouridine; Potency, µM (top dose mostly 46.1 µM), without a hit: at the highest dose activity change, negative = inhibition, actives largely listed as inhibitors; hit rate 2.3% among 330,000; AID 504467, 2011; further: potency means the concentration at half of the fitted maximal effect; on the % scale 0 is the no-effect control and ±100 the full control effect; nearly all actives have a fitted effect of over 55% in size
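Luminescence from the luciferase reporter, measured 30 min after ONE-Glo reagent at room temperature, was the read-out. Beforehand, 2,000 cells per well were exposed for 16 hr at 37 °C to 5-fluorouridine together with compound or vehicle.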
PTAP TSG101 blk: qHTS Assay for Iinhibitors of HIV-1 Budding by Blocking the Interaction of PTAP/TSG101 | Tumor susceptibility gene 101 protein (Homo sapiens), Q99816 | Fluorescence polarization, FITC-PTAP peptide / Tsg101 binding | Potency, µM (series often up to 115 µM), without a hit: at the top dose activity change, negative = inhibition, usual class: inhibitors | 340,000 tested, under 10 active | AID 493005, 2010; active means well fitted inhibition curve with a large enough effect in the main read-out, with a control signal flat, not every such curve was filed as active; inconclusive means small, poorly fitted or top-dose-only effect, or effect the other way, or a change in a side signal; inactive means no such curve, though single readings can be large or run the other way; further: potency means the concentration at half of the fitted maximal effect; % of control where 0% means no effect
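Steps: Tsg101 binding domain dispensed (10 uM final), compounds pinned in DMSO, FITC-labeled PTAP-motif peptide added (50 nM final); after 20 min binding at room temperature, polarization measured.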
p53 reactivator: qHTS assay for re-activators of p53 using a Luc reporter; H1299 p53-A138V BP100-luciferase reporter, luminescence, 24 h; hit rate 0.063% among 320,000; Potency, µM (series often up to 92.2 µM), without a hit: at the top dose activity change, positive = activation, usual class: activators; AID 504706, 2011; further: potency means the concentration at half of the fitted maximal effect; % of control where 0% means no effect; nearly all actives have a fitted effect of over 45% in size
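p53-null H1299 cells stably carrying temperature-sensitive p53-A138V and a BP100-luciferase reporter were pinned with compounds (4-point, 1:5 series) and held 24 hrs at 37 deg C. Luminescence was read 10 min after detection reagent.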
Numbers without * were called inactive; ? = inconclusive; nt = no result given; [ ] = remark or other dose. Unless noted, the call rests on the fitted dose curve; in most records, active means well fitted curve in the direction sought with a large enough effect; inconclusive means small, poorly fitted or top-dose-only effect, or another doubt; inactive means no such curve, though single readings can be large; an effect the other way counts as inactive or inconclusive.

SMILES	B2AR arrestin	AT treatment	TCR act	CXXC DNA block	BRCA1 expr up	a7 integrin act	TRPV1 ag	ELG1 DNA repair	PTAP TSG101 blk	p53 reactivator
CCOC(=O)C1(CCCc2ccccc2)CCN(C(=O)Cc2nonc2C)CC1	-1.0%	7%	2%	-10%	-15%	-5%	?	?	-2%	-1%
CN1CCN(NC(=O)C2CC2)CC1	0.1%	-4%	-1%[46.1 µM]	12%	8%	1%	0	24%	1%	-2%
O=C(COc1cccnc1[N+](=O)[O-])N1CCc2ccccc2C1	-0.4%	2%	nt	13%	-8%	-9%	9	9%	0%	3%
O=C(NCc1ccccc1)c1ccc2c(c1)OCCO2	-0.3%	-1%	-2%	-8%	66%	3%	3	?	0%	?
Fc1ccccc1Oc1nc(-c2ccncc2)nc2ccccc12	-0.4%	3%	4%	-16%	-28%	-7%	?	7%	0%	-4%
Cc1ccc(C(=O)CN(CCC(=O)O)C(=O)c2ccncc2)cc1	-0.1%	6%	-5%	nt	-8%	-19%	-4	?	-2%	14%
Cc1cc(C)c(S(=O)(=O)N(CC(=O)O)CC(=O)O)c(C)c1	-0.2%	-1%	1%	-2%	3%[1.84 µM]	11%	3	?	-7%	-6%
N/C(=N\OC(=O)COc1ccc2ccccc2c1Br)c1cccnc1	-0.1%	4%	nt	5%	nt	nt	1	-6%	nt	-1%
CCOc1cc(/C=N/NC(=O)c2ccccn2)ccc1OC(=O)c1ccc(F)cc1	0.6%	7%	5%	-1%	14%	-12%	8	-2%	-2%	-2%
COc1cc(C=C2C(=O)c3ccccc3C2=O)cc(OC)c1OC	0.4%	-2%	3%	35µM*	-1%	29%	2	10%	-1%	16%
COc1cc(NC(=O)c2ccc3c(c2)OCO3)ccc1NC(=O)C(C)C	0.2%	10%	8%	11%	55%	8%	-1	16%	-11%	-1%
O=C(CC1C(=O)NCCN1Cc1cccc(Oc2ccccc2)c1)NCCc1cnccn1 (stereo not given)	-1.4%	7%	7%	7%	-13%	-12%	1	21%	-9%	1%
O=C(Nc1cc(S(=O)(=O)Nc2ccccc2F)ccc1Cl)c1ccc(F)cc1F	0.2%	-4%	-4%[46.1 µM]	nt	-30%	0%	nt	-15%	0%	-2%
CN(C(=O)COC(=O)C1=COCCO1)c1c(N)n(Cc2ccccc2)c(=O)[nH]c1=O	0.0%	-7%	nt	nt	-1%	-16%	1	2%	2%	1%
CC1CCN(CCNC(=O)C2CCCN(S(=O)(=O)c3cccc4nonc34)C2)CC1 (stereo not given)	0.3%	nt	4%	6%	3%	13%	-4	0%	-7%	-2%
CC(C)(C)C(=O)[C@@H]1[C@@H]2C(=O)N(Cc3ccccc3)C(=O)[C@@H]2[C@H]2c3ccccc3C=CN12	0.3%	1%	nt	22%	nt	nt	10	-12%	nt	3%
S=C(NNC(=S)NC1CC2CCC1C2)NC1CC2C=CC1C2 (stereo not given)	-0.2%	-2%	3%	-1%	-4%	-38%	3	?	0%	4%
COc1cccc(/C=N/NC(=O)c2nnn(-c3nonc3N)c2-c2cccs2)c1	0.3%	2%	4%	18%	-19%	13%	-2	-19%	-4%	1%
CC(=O)c1cc(CN2CCC(n3nccc3NC(=O)c3ccccc3)CC2)cs1	-0.8%	5%	-146%	-3%	0%	-17%	0	22%	-2%	-1%
COc1ccc(CN2CCN(Cc3nc4ccccc4s3)CC2CCO)c(C)c1C (stereo not given)	0.3%	-1%[11.5 µM]	-9%	-2%	-56%	-9%	3	16µM*	-6%	4%
COc1ccccc1NC(=O)CSc1nnc(CNC(=O)c2ccco2)n1C	0.4%	6%	-6%	6%	0%	-4%	?	-3%	-3%	4%
Nc1nc(CN2CCN(c3ccccc3)CC2)nc(Nc2ccc(Cl)cc2)n1	0.3%	-7%	-8%	-1%	-37%	-5%	5	?	1%	-7%
Cc1cccc(C(=O)NCCCNC(=O)c2ccccn2)c1	-0.4%	2%	6%	6%	-10%	-15%	-2	9%	-2%	3%
CN(C)CC/C=C1/c2ccc(F)cc2Sc2ccc(Cl)cc21	nt	nt	-1%	nt	-12%	-79%[inhibitor]	nt	nt	-1%	nt
COc1ccc(CNC(=O)COC(=O)CN2C(=O)COc3ccccc32)cc1	0.3%	-6%	nt	nt	7%	-31%	6	?	1%	-2%
COCCN(CC(=O)Nc1cccc(C)c1C)C(=O)c1ccc2c(c1)OCO2	-0.2%	1%	10%	nt	20%	14%	1	30%	-1%	-1%
O=C(COC(=O)c1ccc([N+](=O)[O-])cc1)Nc1ccccc1C(=O)NC1CC1	0.3%	-7%	-1%[46.1 µM]	nt	11%	8%	nt	4%	-7%	7%
N/C(Cc1ccc([N+](=O)[O-])cc1)=N\OC(=O)c1ccc(Br)cc1	-0.9%	-3%	-5%[46.1 µM]	-5%	-30%	-1%	26	?	-4%	26%
COc1ccc(N(C(=O)c2ccc(F)cc2)C2=CC3CCC(C2)N3C)cc1 (stereo not given)	-0.2%	2%	-2%	-3%	-8%	2%	0	11%	-2%	1%
COc1ccccc1CCC(=O)OCC(=O)Nc1c(Br)cc(C)cc1Br	0.0%	-1%	3%	2%	2%	0%	2	13%	-6%	-3%
COc1ccccc1N1CCN(C(=O)c2cc3sccc3n2C)CC1	-0.4%	3%	-1%	-1%	14%	26%	7	-22%	-7%	1%
O=C(Nc1ccc(F)cc1)C1CCCCC1	-0.8%	nt	3%	12%	2%	10%	2	?	-10%	25%
CC(C)(C)Nc1nc(SCc2ccccc2)nc(N2CCOCC2)n1	-0.1%	7%	2%	-13%	-13%	-31%	?	9%	-2%	12%
CN(C(=O)c1ccc(NC(=O)Cc2cccc(NC(=O)C3CCN(C(=O)C4CCCC4)CC3)c2)cc1)C1CCCC1	-0.8%	-2%	-12%	nt	-18%	-9%	1	0%	nt	27%
O=C(N/N=C/c1ccc2c(c1)OCO2)C(=O)N1CCCC1	0.3%	-12%	4%	7%	42%	-25%	-1	?	-1%	-4%
O=C(CNC(=O)c1ccccc1Br)Nc1cccc(S(=O)(=O)Nc2ccccc2Cl)c1	nt	nt	-9%	nt	-2%	19%	nt	nt	-3%	nt
CCn1c(-c2ccc(Cl)cc2)n[nH]c1=S	0.9%	-1%	2%	-3%	-23%	-3%	0	-7%	-7%	2%
O=C(NCc1ccc(CNC(=O)c2ccco2)cc1)c1ccco1	-0.3%	17%	-8%	6%	-19%	-37%	-1	0%	-1%	-4%
COC(=O)CCCNC(=O)c1ccc2[nH]c(C)c(C)c2c1	-0.2%	0%	nt	9%	-20%	16%	1	11%	0%	1%
CNS(=O)(=O)c1cccc(C(=O)OCC(=O)N(CCC#N)c2ccccc2)c1	0.0%	-10%	7%	14%	-4%	-4%	0	5%	-1%	0%
COc1ccc(OCC(=O)OCCNC(=O)c2cccnc2)cc1	0.0%	0%	-4%[46.1 µM]	8%	-11%	41%	0	8%	0%	-5%
Cc1cccc(OCC(O)CN2CCc3ccccc3C2)c1 (stereo not given)	-0.4%	29%	-6%	-2%	5%	21%	7	-5%	-7%	1%
CCOC(=O)Cc1csc(NC(=O)C(C)Oc2ccc3c(C)cc(=O)oc3c2)n1 (stereo not given)	-0.4%	5%	-6%	?	-2%	-1%	4	-15%	-3%	-2%
CN(C(=O)COC(=O)c1cncc(Br)c1)C1CCCCC1	-0.7%	19%	-1%[46.1 µM]	nt	-1%	17%	nt	1%	-3%	3%
O=C(COC(=O)C12CC3CC(CC(C3)C1)C2)NNC(=O)c1ccccc1	-0.6%	-10%	1%	nt	-6%	0%	nt	6%	1%	0%
COc1ccc(CNC(=O)CN2C(=O)NC(c3ccccc3)(c3ccccc3)C2=O)cc1	0.3%	3%	4%[46.1 µM]	nt	-24%	20%	nt	-16%	0%	-2%
CCOc1ccc(Br)cc1CNCc1cccnc1	-1.2%	-1%	2%	16%	17%	29%	1	-1%	-1%	nt

Record cards, from the list above. Values in the order: B2AR arrestin	AT treatment	TCR act	CXXC DNA block	BRCA1 expr up	a7 integrin act	TRPV1 ag	ELG1 DNA repair	PTAP TSG101 blk	p53 reactivator
Profile of `COc1ccc(OCC(=O)OCCNC(=O)c2cccnc2)cc1` → 0.0%	0%	-4%[46.1 µM]	8%	-11%	41%	0	8%	0%	-5%
Profile of `COc1ccc(CNC(=O)CN2C(=O)NC(c3ccccc3)(c3ccccc3)C2=O)cc1` → 0.3%	3%	4%[46.1 µM]	nt	-24%	20%	nt	-16%	0%	-2%
